Screening data as filed in PubChem.
MCF10A rereplic: inducers of DNA re-replication in MCF 10A breast cells | Potency, µM (highest dose often 46.1 µM), for the others: top-dose activity, positive = re-replication, usual class: activators | MCF 10A DNA re-replication, Hoechst nuclear intensity, 48 h | 350,000 tested, 2.9% active; active means well fitted activation curve with a large enough effect; inconclusive means small, poorly fitted or top-dose-only effect; inactive means no such curve, though single readings can be large or run the other way; further: % of control where 0% means no effect; nearly all actives have a fitted effect of over 50% in size
* marks the source's active call; other numbers are inactive results; ? = inconclusive; & = joins results of further samples; [ ] = remark or other dose. Potency means the concentration at half of the fitted maximal effect. Some of the compounds tested, so the mix of outcomes need not match the whole.

molecule,MCF10A rereplic
N=C(N)n1cccn1,12%
CC(=O)[C@]1(O)CCC2C3C=C(Cl)C4=CC(=O)C5CC5[C@@]4(C)C3CC[C@]21C (stereo not given in full),7%
COc1cc(/C=C/C(=O)N2CCN(CC(=O)N3CCCC3)CC2)cc(OC)c1OC,8%
Clc1cc(Cl)c(OCC#CI)cc1Cl,21µM*
Cc1cc(C)cc(NC(=O)CSc2ncc(S(=O)(=O)c3ccccc3)c(=O)[nH]2)c1,7%
NC(=O)Oc1ccc(Cc2ccccc2)cc1,6%
COc1ccc2cc(C(C)CO)ccc2c1 (stereo not given),8%
C1CCN2C[C@@H]3C[C@@H](CN4CCCC[C@H]34)[C@H]2C1,0%[20.6 µM]
COc1ccc(/C=C2\CCCc3c2nc2ccccc2c3C(=O)OCC(=O)c2c(N)n(C)c(=O)n(C)c2=O)cc1,4.6µM*
Cc1ccc(S(=O)(=O)NC(=O)NN2C[C@H]3CCC[C@@H]3C2)cc1,8%[20.6 µM]
O=C(COc1ccc(Cl)cc1)OCCNC12CC3CC(CC(C3)C1)C2,5%
COC(=O)c1cn(NC(=O)/C=C/c2cccc(OC)c2OC)c(=O)c2ccccc12,21%
C[C@@H](C(=O)O)c1ccc(-c2ccccc2)c(F)c1,2%[20.6 µM]
C=C(CC[C@@H](C)[C@H]1CCC2[C@]1(C)CC[C@]13C[C@@]14CCC(OC(=O)/C=C/c1ccc(O)c(OC)c1)C(C)(C)[C@@H]4CC[C@@]23C)C(C)C (stereo not given in full),12%
CN1CCN(CC(=O)N/N=C\c2c[nH]c3ccccc23)CC1,28%

An excerpt from above in order of number of heavy atoms, largest number first:
molecule,MCF10A rereplic
O=C(COc1ccc(Cl)cc1)OCCNC12CC3CC(CC(C3)C1)C2,5%
CN1CCN(CC(=O)N/N=C\c2c[nH]c3ccccc23)CC1,28%
Clc1cc(Cl)c(OCC#CI)cc1Cl,21µM*

(listing goes on)
molecule,MCF10A rereplic
CC(C)C[C@@H]1NC(=O)[C@H](Cc2ccc(O)cc2)NC(=O)[C@H](CCC(N)=O)NC(=O)c2cc([N+](=O)[O-])cc(I)c2NCC[C@@H](C(N)=O)NC1=O,-2%
CC1CCCC(C)N1/N=C/c1cc(Br)c(O)c(Br)c1 (stereo not given),-4%
Oc1ccc(Cl)c2c1CCC2,-4%
NC(=O)c1sc2nc3c(c(-c4cccs4)c2c1N)CCCC3,?
CC(C)O,1%
C[C@H](CCC(=O)O)[C@H]1CC[C@@H]2[C@H]3[C@@H](C[C@@H](O)[C@]21C)[C@]1(C)CC[C@H](O)C[C@@H]1C[C@@H]3O,-1%
Cc1ccc(-n2nc(C)c3c(=O)[nH]c(C(F)(F)F)nc32)cc1,-1%
CCOC(=O)C1=C(c2ccccc2)NC(=S)NC1c1ccc(Cl)c([N+](=O)[O-])c1 (stereo not given),8%
C#C[C@]1(O)CC[C@@H]2[C@H]3CCC4=CCCC[C@@H]4[C@@H]3CC[C@@]21C,10µM*
Cc1sc2nc(-c3ccccc3)[nH]c(=O)c2c1-c1ccccc1,5%
COc1cc(CNCCN2CCOCC2)ccc1OCc1c(Cl)cccc1Cl,?
CCOC(=O)c1c[nH]c2cc(OCC(C)C)c(OCC(C)C)cc2c1=O,-1%
C[C@@H]1C[C@H]2[C@H]3C[C@@H](F)C4=CC(=O)C=C[C@]4(C)[C@@]3(Cl)[C@@H](O)C[C@@]2(C)[C@@H]1C(=O)COC(=O)C(C)(C)C,7%
CC(=O)OCC(=O)[C@@]12OC3(CCCC3)OC1CC1C3CCC4=CC(=O)C=C[C@@]4(C)[C@]3(F)C(O)C[C@]12C (stereo not given in full),4%
Cc1ccc(Cl)cc1NC(=O)COC(=O)c1ccc(COc2ccc3c(C)cc(=O)oc3c2)cc1,2%
O=C(Cc1cccs1)NC1C(=O)N2C(C(=O)[O-])=C(C[n+]3ccccc3)CSC12 (stereo not given),-2%
C[C@H](N)C(=O)N[C@@H](C)P(=O)(O)O,2%
CC(C)(C)NC(=O)[C@@H]1CC[C@@H]2[C@@H]3CC[C@@H]4NC(=O)C=C[C@@]4(C)[C@H]3CC[C@]21C,-2%[20.6 µM]
O=C(C1CCN(S(=O)(=O)c2cccc3cccnc23)CC1)N1CCN(C2CCCC2)CC1,6%
O=C(NCc1ccncc1)C(=O)NCC(c1ccccc1)c1ccccc1,-2%
OC[C@@H](O)C(O[C@@H]1O[C@@H](CO)[C@H](O)[C@H](O)[C@H]1O)[C@H](O)[C@@H](O)CO (stereo not given in full),3%
C#CCOCCOCCOCCNc1nc(N2CCN(C(=O)Cn3cc(CCCN=C(N)N)nn3)CC2)nc(N2CCN(C(=O)Cn3cc(CCCN=C(N)N)nn3)CC2)n1,10%
O=C(C1CCCCC1)N1CC(=O)N2CCc3ccccc3[C@@H]2C1,3%
COc1cccc(OC)c1C(=O)NC1C(=O)N2C1SC(C)(C)C2C(=O)O (stereo not given),-3%
C[C@@H](CCc1ccccc1)NC[C@H](O)c1ccc(O)c(C(N)=O)c1,-5%
NC(=O)[C@@H]1CCCNc2c(I)cc([N+](=O)[O-])cc2C(=O)N[C@@H](CCCN=C(N)N)C(=O)N[C@@H](CCCN=C(N)N)C(=O)N1,0%
CC[C@H]1NC(=O)c2cc(S(N)(=O)=O)c(Cl)cc2N1,0%[20.6 µM]
CCOC(=O)c1cnc2c(C)cccc2c1Nc1ccc(N2CCOCC2)cc1,?
IC(I)I,-1%
Oc1cc(O)cc(O)c1,4%
CC[C@@]12CCCN3CCc4c(n(c5ccccc45)C(=O)C1)[C@H]32,?
CCC(=O)c1ccc2c(c1)N(CCCN1CCN(CCO)CC1)c1ccccc1S2,33µM*
CC(C)CC(NC(=O)C(COC(C)(C)C)NC(=O)C(Cc1ccc(O)cc1)NC(=O)C(CO)NC(=O)C(Cc1c[nH]c2ccccc12)NC(=O)C(Cc1cnc[nH]1)NC(=O)C1CCC(=O)N1)C(=O)NC(CCCN=C(N)N)C(=O)N1CCCC1C(=O)NNC(N)=O (stereo not given),-4%
NC(=O)C(CC(=O)O)NC(=O)[C@@H]1CCCCNc2c(I)cc([N+](=O)[O-])cc2C(=O)N[C@@H](CO)C(=O)NCC(=O)N1 (stereo not given in full),-1%
C=CC(=O)O,9%
O=C(CCCCCCCCCCCCC1CCCC1)Nc1ccc(S(=O)(=O)c2ccc(NC(=O)CCCCCCCCCCCCC3CCCC3)cc2)cc1,1%
O=C1N=C2SCCN2C(=O)C1Cc1ccc(Cl)cc1 (stereo not given),11%
NC[C@@H]1O[C@H](O[C@@H]2[C@H](O[C@@H]3O[C@H](CO)[C@@H](O)[C@@H]3O)[C@@H](O)[C@@H](N)C[C@H]2N)[C@@H](N)[C@H](O)[C@@H]1O,1%[20.6 µM]
CC1(C)[C@@H]2CC[C@]1(C)[C@@H](OC(=O)CSC#N)C2,7%
C=C1CC[C@H](O)C/C1=C/C=C1\CCC[C@]2(C)[C@@H]([C@H](C)CCCC(C)(C)O)CC[C@@H]12,11µM*
Cn1c(=O)c(C(=O)COC(=O)c2cc(-c3ccccc3)nc3ccccc23)c(N)n(Cc2ccccc2)c1=O,3%
CCOC(=O)c1sc(NC(=O)CSc2nc3c(c(=O)n2-c2ccccc2)SCC3)c(C(=O)OCC)c1C,0%
CC(=O)OCC(=O)[C@@]1(O)[C@H](C)C[C@@H]2[C@H]3CCC4=CC(=O)C=C[C@]4(C)[C@]3(F)[C@@H](O)C[C@@]21C,14%[20.6 µM]
CCC(C(=O)NC(N)=O)c1ccccc1 (stereo not given),8%
Cn1cc(O)nc1NC(=O)Nc1cccc(Cl)c1,1%
Cc1ccc(S(=O)(=O)/N=C2/NC(=O)/C(=C/c3ccncc3)S2)cc1,-7%
[O]=[Bi][O]C(=O)[O][Bi]=[O],0%
CC(C)[C@H](NC(=O)[C@H](CC(=O)O)NC(=O)[C@H](CCCCN)NC(=O)[C@@H](N)CCCN=C(N)N)C(=O)N[C@@H](Cc1ccc(O)cc1)C(=O)O,1%
COCCc1ccc(OC[C@H](O)CNC(C)C)cc1,23%
CCC1NC(=O)C(NC(=O)c2ncccc2O)C(C)OC(=O)C(c2ccccc2)NC(=O)C2CC(=O)CCN2C(=O)C(Cc2ccccc2)N(C)C(=O)C2CCCN2C1=O (stereo not given),0%
OCC(CO)NC1C[C@](O)(CO)[C@@H](O)[C@H](O)[C@H]1O (stereo not given in full),-5%
CO[C@H]1[C@H](O[C@H]2O[C@@H](C)[C@@H](O[C@@H]3C[C@](C)(O)[C@H](OC(=O)CC(C)C)[C@H](C)O3)[C@@H](N(C)C)[C@@H]2O)[C@@H](CC=O)C[C@@H](C)[C@@H](O)/C=C\C=C/C[C@@H](C)OC(=O)C[C@H]1OC(C)=O,2%[20.6 µM]
O=P(O)(O)OC[C@H](O)CO,7%
CCc1cc2c(nc1CC)CCN(CC/C(C)=N/OC[C@H]1O[C@H](c3ccccc3)C=C[C@@H]1Oc1ccc(OC)cc1)C2,?
CC(=O)Nc1ccc(NC(=S)NC(=O)c2ccc(C(C)(C)C)cc2)cc1,16%
NCC(O)CC(=O)O (stereo not given),0%
CCC(C)C1NC(=O)C(CCNCS(=O)(=O)O)NC(=O)C(NC(=O)C(CCNCS(=O)(=O)O)NC(=O)C(NC(=O)C(CCNCS(=O)(=O)O)NC(=O)CCCCC(C)C)C(C)O)CCNC(=O)C(C(C)O)NC(=O)C(CCNCS(=O)(=O)O)NC(=O)C(CCNCS(=O)(=O)O)NC(=O)C(C(C)CC)NC1=O (stereo not given),?
CN(C)CCCCCCN(C)C,-1%
CC(C)CNC(=O)c1ccc(Cl)c(N)c1,7%
CCOc1ncccc1C(=O)NCc1ccccc1,1%

Next results
molecule,MCF10A rereplic
C=CC[C@@H]1/C=C(\C)C[C@H](C)C[C@H](OC)[C@H]2O[C@@](O)(C(=O)C(=O)N3CCCC[C@H]3C(=O)O[C@H](/C(C)=C/[C@@H]3CC[C@@H](O)[C@H](OC)C3)[C@H](C)[C@@H](O)CC1=O)[C@H](C)C[C@@H]2OC,1%
COC(=O)CCC(=O)Oc1ccc(OC(=O)CCC(=O)OC)cc1,?
C[C@]12CCC(=O)C=C1CC[C@@H]1[C@@H]2[C@@H](O)C[C@@]2(C)[C@H]1CC[C@]2(O)C(=O)COP(=O)(O)O,-4%
NC(C(=O)O)c1ccc(O)cc1 (stereo not given),8%
CC1(C)S[C@H]2C(NC(=O)[C@@H](N)c3ccc(O)cc3)C(=O)N2[C@@H]1C(=O)O (stereo not given in full),8%
CC(C)Cc1ccc([C@@H](C)C(=O)NS(C)(=O)=O)cc1,-1%
C=CCOc1ccc(CC(=O)O)cc1Cl,1%
O=C1[C@@H]2C[C@@H]3C[C@H]1C[C@@](O)(C3)C2,4%
OCC1(CO)COC(C(Cl)(Cl)Cl)OC1,0%
COC(=O)[C@@]1(Cc2ccc(F)cc2)[C@H]2c3cc(C(=O)N(C)C)n(Cc4ccc(OC(F)(F)F)cc4)c3C[C@H]2CN1C(=O)c1ccccc1,?
OCC(O)C(O)C(O)C(O)CO (stereo not given),-2%&-2%
O=C(O)[C@H](O)[C@@H](O)[C@H](O)[C@H](O)CO,3%
CC(C)(CO)C(O)C(=O)NCCCC(=O)O (stereo not given),2%
CC(C)[C@H](N)C(=O)OCC(CO)OCn1cnc2c(=O)[nH]c(N)nc21 (stereo not given in full),-4%
COC(=O)C1=C(C)N(Cc2ccco2)C(=O)N[C@H]1c1ccc(Br)cc1,1%

Copied from the list.
Reading of `CC1(C)S[C@H]2C(NC(=O)[C@@H](N)c3ccc(O)cc3)C(=O)N2[C@@H]1C(=O)O` (stereo not given in full) in MCF10A rereplic: 8%
Reading of `NC(C(=O)O)c1ccc(O)cc1` (stereo not given) in MCF10A rereplic: 8%
Reading of `CC(C)(CO)C(O)C(=O)NCCCC(=O)O` (stereo not given) in MCF10A rereplic: 2%
Reading of `C[C@]12CCC(=O)C=C1CC[C@@H]1[C@@H]2[C@@H](O)C[C@@]2(C)[C@H]1CC[C@]2(O)C(=O)COP(=O)(O)O` in MCF10A rereplic: -4%
Reading of `COC(=O)C1=C(C)N(Cc2ccco2)C(=O)N[C@H]1c1ccc(Br)cc1` in MCF10A rereplic: 1%
Reading of `CC(C)[C@H](N)C(=O)OCC(CO)OCn1cnc2c(=O)[nH]c(N)nc21` (stereo not given in full) in MCF10A rereplic: -4%
Reading of `OCC1(CO)COC(C(Cl)(Cl)Cl)OC1` in MCF10A rereplic: 0%

(continued)
molecule,MCF10A rereplic
COCCN1C(=O)N[C@H](c2cccc(C(F)(F)F)c2)C(C(=O)OC)=C1C,21%
CCc1ccc2nc3sc(C(=O)N4CCc5ccccc54)c(N)c3cc2c1,-32%[inhibitor]
O=NCc1ccc([N+](=O)[O-])o1,0%
O=C(/C=C/c1ccc2c(c1)OCO2)Nc1nc(-c2ccc(F)cc2)cs1,?
C=C1CCC(O)C/C1=C/C=C1\CCC[C@]2(C)[C@@H]([C@H](C)/C=C/[C@H](C)C(C)C)CC[C@@H]12 (stereo not given in full),?
CC1CCCCN1CCCOC(=O)c1ccccc1 (stereo not given),?
CCCCC[C@H](O)/C=C/[C@@H]1[C@H]2C/C(=C/CCCC(=O)O)O[C@H]2C[C@H]1O,9%
COc1ccc(O[C@H]2C=C[C@@H](c3ccccc3)O[C@@H]2COC(=O)CC/C(C)=N/O[C@@H](C)c2cn([C@H](CO)Cc3ccccc3)nn2)cc1,-1%
CCN(CC)CCOc1ccc(-c2nc3cc(Cl)ccc3s2)cc1,24µM*
O=c1nc2n(Cc3ccccc3)c3ccccc3cc-2c(=O)[nH]1,1%
CCOC(=O)C(C)(C)N(Cc1ccc(Cl)cc1)S(=O)(=O)c1ccc(Cl)c([N+](=O)[O-])c1,13µM*
CN(C/C=C\c1ccccc1)Cc1cccc2ccccc12,18%
